NSD2 inh: blocks human histone methyltransferase NSD2; O96028; inhibition, % at 12.5 µM; hit rate 0.54% among 310,000; NSD2 peptide methylation, AlphaScreen, 120 min; AID 743445; in the data active means inhibition above about 50%
CAL PDZ FP-1: blocks peptide binding to the human CAL PDZ domain. purified CAL PDZ, TMR-peptide fluorescence polarization, 1 h. inhibition, % at 24.9 µM. hit rate 0.92% among 300,000. AID 602252;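 active means mean inhibition of at least 30% with at least half of replicates also reaching 30%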;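 further: 0% = DMSO neutral control and 100% = excess unlabeled competitor peptide PRC23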
DAGLB inh: blocks human DAGLB lipase activity. Q8NCG7. HEK293T DAGLB membrane lysate, EnzChek fluorogenic substrate. inhibition, % at 5.17 µM. hit rate 0.059% among 340,000. AID 504411; in the data active means inhibition above about 34%;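 further: 0% = enzyme with vehicle and 100% = wells lacking enzyme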
C-LANA FP: KSHV C-LANA DNA binding inhibition | hit rate 0.078% among 340,000 | inhibition, % at 9 µM | MBP-C-LANA/FAM-LBS DNA binding, fluorescence polarization | AID 504423;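 active means highest replicate inhibition at or above 60% at 9 µM, even if other replicates fall short; inactive means all replicates below 60% inhibition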;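 further: 0% = neutral control wells and 100% = 4 µM acridine orange control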
Arrestin-AP2 inh: inhibitors of human beta-arrestin and AP2 interaction; FITC-arrestin peptide / GST-AP2 beads, flow cytometry; AP2 beta2 appendage carries R879A mutation; inhibition, % at 10 µM; hit rate 0.31% among 340,000; AID 504490;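 active means inhibition above a set limit, near 3 SD of compounds lacking own fluorescence, cut at about 54% in these data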;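 further: plate controls were DMSO wells for no effect and 5 µM unlabelled arrestin peptide for full effect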
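test system = AP2 appendage R879A on GSH beads | buffer or medium = PBS plus Tween 20 (0.05%) and BSA (0.1%) | incubation = 12 min plus 1 h, RT | detection = bead flow cytometry, FITC channel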
Pemphigus Ab inh: human desmoglein-3 autoantibody binding inhibition. P32926. DSG3-coupled beads, scFv-anti-DSG3-GFP binding, flow cytometry; stronger effect = lower value. binding (percent of control), % at 10 µM. hit rate 0.48% among 310,000;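 active means binding more than 3 SD below its plate's average and above zero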;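 further: hits lower antibody fragment binding to DSG3; some compounds called inactive have numbers as strong as hits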
Target sequence (P32926 whole entry, looked up, the tested form may be a part): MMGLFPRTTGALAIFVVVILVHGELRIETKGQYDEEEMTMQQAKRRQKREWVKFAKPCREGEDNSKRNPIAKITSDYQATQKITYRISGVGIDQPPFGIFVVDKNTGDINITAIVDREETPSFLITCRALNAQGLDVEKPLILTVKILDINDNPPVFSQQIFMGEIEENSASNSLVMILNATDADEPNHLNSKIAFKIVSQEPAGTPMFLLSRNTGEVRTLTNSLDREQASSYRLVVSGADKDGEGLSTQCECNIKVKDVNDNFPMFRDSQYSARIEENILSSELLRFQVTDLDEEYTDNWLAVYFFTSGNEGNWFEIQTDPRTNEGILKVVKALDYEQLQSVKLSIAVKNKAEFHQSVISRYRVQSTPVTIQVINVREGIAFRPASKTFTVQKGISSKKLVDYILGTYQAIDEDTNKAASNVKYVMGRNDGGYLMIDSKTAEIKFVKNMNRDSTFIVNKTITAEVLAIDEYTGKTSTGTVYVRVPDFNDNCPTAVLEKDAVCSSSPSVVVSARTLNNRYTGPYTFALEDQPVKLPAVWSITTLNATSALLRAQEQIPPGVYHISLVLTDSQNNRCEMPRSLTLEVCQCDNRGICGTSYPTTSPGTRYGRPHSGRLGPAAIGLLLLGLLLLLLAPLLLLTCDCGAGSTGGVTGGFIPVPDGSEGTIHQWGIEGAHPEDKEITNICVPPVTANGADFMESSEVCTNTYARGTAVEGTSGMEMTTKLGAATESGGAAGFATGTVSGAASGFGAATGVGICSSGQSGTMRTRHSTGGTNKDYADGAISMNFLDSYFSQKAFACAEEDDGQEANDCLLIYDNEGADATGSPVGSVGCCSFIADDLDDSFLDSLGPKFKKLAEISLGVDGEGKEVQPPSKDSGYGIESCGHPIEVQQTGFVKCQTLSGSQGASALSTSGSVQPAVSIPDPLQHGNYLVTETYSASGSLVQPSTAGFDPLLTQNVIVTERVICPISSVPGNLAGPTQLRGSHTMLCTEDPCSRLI
Cardiac RTF inh: cardiac RTF calcium desensitization; IANBD-labeled cardiac RTF, Ca2+ fluorescence; inhibition, % at 7.15 µM; hit rate 0.12% among 340,000;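 active means inhibition above the mean inhibition of all tested compounds plus 3 SD, cut at about 17% in these data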;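 further: assay run at fixed EC70 calcium of 1.6 mM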
CAL PDZ FP-2: inhibitors of human CAL PDZ peptide binding. Q9HD26. purified CAL PDZ, TMR-peptide fluorescence polarization, 1 h. inhibition, % at 20 µM. hit rate 0.02% among 330,000. AID 504414;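 active means highest replicate inhibition of at least 40%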;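 further: plate controls were DMSO neutral control wells for no effect and unlabeled competitor peptide control wells for full effect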
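Material – purified CerCALP PDZ construct · Detection – FP readout, S and P plane fluorescence · Measure – percent inhibition from loss of millipolarization · Controls – unlabelled peptide for full inhibition, DMSO wells as neutral · Probe or stimulus – TMR-labelled reporter peptide T*-PRC34 bound in PDZ groove · Times – 1 h at RT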
Keap1 Nrf2 FP: inhibitors of human Keap1-Nrf2 protein-protein interaction | Q14145 | Keap1 Kelch-Nrf2 peptide fluorescence polarization, 1536-well | inhibition, % at 9.4 µM | hit rate 0.15% among 340,000 | AID 504523; in the data active means inhibition above about 12%;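 further: human Keap1 Kelch domain with fluorescein labeled Nrf2 9mer peptide probe; 0% = neutral control wells and 100% = peptide positive control; higher means more block of Keap1 binding to Nrf2 peptide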
V-ATPase pHluor: yeast V-ATPase proton transport regulation by pHLuorin. hit rate 0.37% among 350,000. response, % at 10 µM. AID 504577. S. cerevisiae, pHLuorin cytosolic pH fluorescence; in the data active means response mostly above about 7.3%, no sharp cut-off; inactive means mostly below about 5.4%; further: actives read high; inactives centre near 0; some compounds called inactive have numbers as strong as hits
Active calls of the source: *; x = not tested or not shown. An excerpt (hit frequency here may not be typical).

SMILES	NSD2 inh	CAL PDZ FP-1	DAGLB inh	C-LANA FP	Arrestin-AP2 inh	Pemphigus Ab inh	Cardiac RTF inh	CAL PDZ FP-2	Keap1 Nrf2 FP	V-ATPase pHluor
COc1cc(NC(=O)[C@@H](NC(=O)N2CCn3c2nc2ccccc23)C(C)C)cc(OC)c1	0.5	x	-3.0	-1.4	22.3	100.6	-2.4	-1.2	0.8	-1.4
Fc1ccccc1/C=N/Nc1nn[nH]n1	-6.9	-2.8	-0.3	0.3	24.1	97.0	-4.5	-0.2	-2.2	1.8
CC(C)c1ccc(CNNC(=O)c2ccccc2)cc1	-3.1	6.6	-2.0	1.1	53.1	98.7	-0.6	-0.5	-0.4	1.5
Cc1ccc(S(=O)(=O)N2CCC(C(=O)OCC(=O)N(C)C3CCCCC3)CC2)cc1C	2.5	x	0.3	-1.3	-6.3	98.5	-11.3	-0.5	-0.8	-5.5
COc1cccc(C(=O)N2CCCN(C)CC2)c1OC	1.1	x	1.4	-1.0	33.1	110.1	-10.9	-0.1	-4.1	0.5
CCOC(=O)c1[nH]c(C)c(CN(CCc2ccccc2)S(C)(=O)=O)c1C	x	-2.4	3.5	1.5	-2.0	108.9	-15.6	-1.4	0.4	-4.2
Cc1sc2nc(CSC(C)C(=O)N3CCOCC3)[nH]c(=O)c2c1C (configuration not stated)	-2.3	-0.1	1.5	1.7	3.2	106.3	0.7	-1.1	-0.6	-2.4
Cc1c(Cl)c(C(F)(F)F)nn1CC(=O)N1CCSCC1	-1.3	-1.4	0.7	-0.6	7.6	104.2	5.8	-0.5	-2.4	0.1
C/C(Cc1ccccc1)=N\NC(=O)CNC(=O)Cc1ccc(Cl)cc1	-3.2	x	-1.1	18.8	3.4	102.8	-11.4	-0.2	-2.2	2.3
Cc1nnc(NC(=O)c2ccccc2C(=O)O)s1	-0.3	-6.6	-2.7	-1.2	5.0	101.2	-7.8	0.0	-0.7	2.3
COc1ccccc1CCC(=O)NNC(=O)c1ccc(Br)cc1	-1.8	4.3	-2.5	0.5	1.4	x	4.8	-2.2	-1.2	3.6
COC(=O)c1ccc(NC(=O)c2cccc(NC(=O)c3ccco3)c2)cc1	0.4	-0.1	-2.7	3.3	-2.3	121.6	-7.8	0.5	1.1	-3.9
CCCC1(C)Nc2ccccc2-c2nc3ccccc3n21 (configuration not stated)	-5.5	-14.2	-2.0	-1.2	12.1	99.4	3.9	-0.1	3.7	6.3
COc1ccc(S(=O)(=O)N2CCOCC2)cc1NC(=O)CNC(=O)c1cccs1	1.6	-2.9	-3.6	-0.8	-12.0	x	-7.8	-0.9	-6.8	2.3
CCOC(=O)Cn1nnnc1C(C(C)C)N(Cc1cc2c(C)cc(C)cc2[nH]c1=O)C1CCCC1 (configuration not stated)	15.5	-3.3	3.4	-1.1	2.7	97.9	2.2	0.2	-1.0	-1.2
COc1ccc2oc3cc(C)[n+]([O-])c(-c4ccc(Cl)cc4)c3c2c1	-1.5	-4.5	0.7	-1.0	13.6	87.0	-23.6	-1.7	2.0	-3.3
COC(=O)c1cc(C(=O)Nc2ccc(S(N)(=O)=O)cc2)cc([N+](=O)[O-])c1	-0.3	-1.2	3.9	-1.8	0.9	91.9	-2.7	-0.2	3.1	0.9
Cn1nc(C(=O)OCc2ccc(F)cc2)c2ccccc2c1=O	-3.0	x	0.4	1.9	-14.5	107.1	-11.5	-1.1	-0.8	-1.0
C[C@H](NC(=O)c1ccc(Br)cc1)C(=O)NCc1ccc(S(N)(=O)=O)cc1	-1.8	-1.5	1.9	-0.9	-5.0	99.1	-5.0	-0.6	3.2	0.1
COc1ccccc1CNC(=O)CSc1nc(-c2ccccc2)cn1N	-2.4	0.4	-3.2	0.9	29.6	100.0	-43.4	0.7	4.0	-0.4
CCn1c(SCC(=O)N2CCCC2)nnc1-c1ccco1	1.8	0.6	-3.1	-0.3	-2.8	95.5	-17.7	-3.9	-3.6	-0.6
CCOC(=O)/C(C#N)=C/c1c(Oc2cccc(C)c2)nc2ccccn2c1=O	3.0	3.2	-1.4	1.2	8.9	x	-0.4	-0.8	-1.6	-4.6
CNC(=O)C(=O)NCC(c1cccs1)S(=O)(=O)c1ccc(C)cc1 (configuration not stated)	-3.6	-2.3	0.6	-0.2	0.8	105.7	0.1	-4.0	-4.8	4.2
CC1Cc2ccccc2N1C(=O)c1ccc(Br)o1 (configuration not stated)	0.4	-1.7	-5.8	-4.2	16.2	124.8	-9.2	-3.2	-3.5	-2.8
Cc1c(C(=O)NCCN(C)C)oc2ccc(S(=O)(=O)N3CCCC3)cc12	1.7	-2.6	-0.6	-0.9	0.4	x	-0.9	-2.1	-3.6	2.9

A stretch from further up:
SMILES	NSD2 inh	CAL PDZ FP-1	DAGLB inh	C-LANA FP	Arrestin-AP2 inh	Pemphigus Ab inh	Cardiac RTF inh	CAL PDZ FP-2	Keap1 Nrf2 FP	V-ATPase pHluor
COC(=O)c1ccc(NC(=O)c2cccc(NC(=O)c3ccco3)c2)cc1	0.4	-0.1	-2.7	3.3	-2.3	121.6	-7.8	0.5	1.1	-3.9
CCCC1(C)Nc2ccccc2-c2nc3ccccc3n21 (configuration not stated)	-5.5	-14.2	-2.0	-1.2	12.1	99.4	3.9	-0.1	3.7	6.3
COc1ccc(S(=O)(=O)N2CCOCC2)cc1NC(=O)CNC(=O)c1cccs1	1.6	-2.9	-3.6	-0.8	-12.0	x	-7.8	-0.9	-6.8	2.3
CCOC(=O)Cn1nnnc1C(C(C)C)N(Cc1cc2c(C)cc(C)cc2[nH]c1=O)C1CCCC1 (configuration not stated)	15.5	-3.3	3.4	-1.1	2.7	97.9	2.2	0.2	-1.0	-1.2
COc1ccc2oc3cc(C)[n+]([O-])c(-c4ccc(Cl)cc4)c3c2c1	-1.5	-4.5	0.7	-1.0	13.6	87.0	-23.6	-1.7	2.0	-3.3
COC(=O)c1cc(C(=O)Nc2ccc(S(N)(=O)=O)cc2)cc([N+](=O)[O-])c1	-0.3	-1.2	3.9	-1.8	0.9	91.9	-2.7	-0.2	3.1	0.9
Cn1nc(C(=O)OCc2ccc(F)cc2)c2ccccc2c1=O	-3.0	x	0.4	1.9	-14.5	107.1	-11.5	-1.1	-0.8	-1.0
C[C@H](NC(=O)c1ccc(Br)cc1)C(=O)NCc1ccc(S(N)(=O)=O)cc1	-1.8	-1.5	1.9	-0.9	-5.0	99.1	-5.0	-0.6	3.2	0.1
COc1ccccc1CNC(=O)CSc1nc(-c2ccccc2)cn1N	-2.4	0.4	-3.2	0.9	29.6	100.0	-43.4	0.7	4.0	-0.4

Next results
SMILES	NSD2 inh	CAL PDZ FP-1	DAGLB inh	C-LANA FP	Arrestin-AP2 inh	Pemphigus Ab inh	Cardiac RTF inh	CAL PDZ FP-2	Keap1 Nrf2 FP	V-ATPase pHluor
Cc1ccc(NC(=S)NNC(=S)Nc2ccc(C)cc2)cc1	x	-0.8	0.5	3.0	-2.5	101.2	-3.2	-0.2	1.5	-4.5
COc1ccc(OCC(O)CNS(=O)(=O)c2cccs2)cc1 (configuration not stated)	0.7	x	2.1	-2.4	8.8	98.7	0.5	-0.2	-1.0	0.2
CC(C)Oc1ccc(C(CCN)C2CCCCC2)cc1 (configuration not stated)	47.6	-1.0	-1.7	2.5	2.6	95.2	-9.0	-0.5	4.0	1.3
c1ccc(CNCc2ccco2)cc1	-1.9	-4.2	-1.1	-1.0	29.8	108.8	0.4	0.3	0.3	-0.8
CCOc1ccc(CN2CCNC(=O)C2CC(=O)N(C)Cc2nonc2C)cc1 (configuration not stated)	0.2	4.6	0.3	0.1	-6.7	109.7	0.1	-3.0	-8.4	3.2
COc1ccc(S(=O)(=O)N2CCC(=O)N2)cc1	-1.7	0.5	0.9	0.5	-3.5	x	-7.2	-0.4	0.7	-4.6
Cc1c(C=N)c(O)n(C)c(=O)c1C#N	11.2	x	-1.7	0.7	-15.7	100.7	0.6	-1.0	-3.6	2.0
CCCCN(C(=O)c1cnc(C)cn1)c1c(N)n(CCC)c(=O)[nH]c1=O	x	13.0	-2.9	1.3	38.6	x	-2.8	1.7	8.5	-2.4
CSc1ncccc1C(=O)OCc1ccccc1	-7.6	-2.0	-3.5	1.7	-1.6	104.3	5.6	-0.8	-1.6	-1.1
COc1cccc(C2C([N+](=O)[O-])=C(N)Oc3cc(C)oc(=O)c32)c1 (configuration not stated)	x	x	-4.4	-3.3	9.0	111.0	-5.6	-0.9	2.9	0.9
COc1ccc(S(=O)(=O)NC(C)C(=O)NCc2cccnc2)cc1C (configuration not stated)	-6.7	6.3	0.2	-0.9	-2.0	96.8	-10.5	-2.3	-5.8	0.1
Cc1ccc2nc(-c3ccc4c(c3)OCCO4)cc(C(=O)O)c2c1	-2.1	-4.2	0.1	-2.2	5.1	102.2	6.0	-0.4	0.2	-4.6
CC(=O)c1ccc(NC(=O)c2ccc(CNc3c(N4CCCC4)c(=O)c3=O)cc2)cc1	3.7	1.2	0.7	0.0	-10.3	95.8	-6.0	-1.2	-4.5	-0.2
CCn1c(CNc2ccc(Cl)cc2)nnc1SCc1ccc(C)cc1	1.9	-0.7	-20.6	-2.0	-0.2	103.6	-8.1	-2.0	-2.1	-0.1
Cc1cc(S(=O)(=O)Nc2c(C(=O)O)[nH]c3ccccc23)ccc1F	0.6	-1.0	8.5	1.7	3.3	108.7	2.0	-4.5	4.9	-0.2
Cc1cccc(C2CC(c3ccc(F)cc3)Nc3nc(N)nn32)c1 (configuration not stated)	x	x	0.6	0.1	0.6	109.2	-19.9	-0.8	2.9	-1.8
COC(=O)c1ccc(NC(=O)c2cccc(C)c2)cc1	-0.9	x	-1.3	-0.8	5.2	114.0	-6.3	-0.9	2.1	-0.8
CCOc1ccc(-n2c(O)c(/C=N/Nc3nc(C)cc(C)n3)c3ccccc3c2=O)cc1	1.9	3.5	1.6	0.5	19.9	98.1	-3.5	-1.1	0.6	0.4
CC(C)N(C(=O)c1ccc(-c2ccccc2F)cc1)C(C)C	-2.2	x	x	x	-2.8	99.4	x	x	x	-6.1
Cc1ccc(CNc2ncnc(N)c2[N+](=O)[O-])cc1	x	-0.9	2.5	0.0	0.9	x	-16.7	-0.2	2.1	-1.9
CCOC(=O)CCSCC(=O)Nc1cc(C)on1	-1.3	-0.1	0.1	0.4	6.3	97.8	-2.3	-2.7	-0.1	-1.6
CC(C)c1nnc(NC(=O)C2CCCN2C(=O)Nc2ccccc2)s1 (configuration not stated)	11.0	14.2	-0.8	-0.1	28.6	99.4	-4.2	1.0	-3.3	-3.5
O=c1c2c3c(sc2[nH]c(=S)n1Cc1ccco1)CCC3	x	-6.9	3.1	-0.3	6.7	93.7	2.9	-1.6	1.2	1.3

High-throughput results (PubChem)
